Screens: PubChem BioAssay, several laboratories
Peg3 prom inh = Peg3 promoter-driven luciferase inhibitors, primary screen, cell-based, HeLa, luciferase luminescence; 1.7% of 360,000 active; inhibition, % at 20 µM; HeLa PEG-Prom luciferase reporter, overnight;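 active = inhibition of at least 50% at 20 µM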
CaV13 ICDI inh = Primary screen for inhibitors of IQ motif and Ca2+-dependent inactivation inhibitor domain binding in CACNA1D, Förster resonance energy transfer in living cells, …; HEK cells, CFP/YFP FRET ICDI-IQ, plate reader, 10 min; percent FRET-ratio fall versus neutral wells; inhibition, % at 12.3 µM; 0.098% of 340,000 active;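 active = mean replicate inhibition of at least 30% and at least 1% of replicates passing that level; inconclusive = only one of the two criteria is met; inactive = neither criterion is met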;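 note: 0% = median of the neutral control wells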
NR2E3 ag-1 = NR2E3 agonists in two-hybrid cells, primary screen, cell-based, luminescence, CHO-S, Gal4-NCOR/VP16-NR2E3; AID 602229, 2012; Photoreceptor-specific nuclear receptor (Homo sapiens), Q9Y5X4; luciferase; 0.35% of 360,000 active; inhibition of corepressor binding, % at 3.98 µM;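 active = inhibition above the mean of all tested compounds plus 3 SD, cut at about 70% in these data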;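 note: 0% = DMSO with NR2E3 transfected cells and 100% = cells lacking NR2E3 construct; higher means lower luciferase signal from less NR2E3 corepressor binding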
Target sequence (Q9Y5X4 whole entry, looked up, the tested form may be a part): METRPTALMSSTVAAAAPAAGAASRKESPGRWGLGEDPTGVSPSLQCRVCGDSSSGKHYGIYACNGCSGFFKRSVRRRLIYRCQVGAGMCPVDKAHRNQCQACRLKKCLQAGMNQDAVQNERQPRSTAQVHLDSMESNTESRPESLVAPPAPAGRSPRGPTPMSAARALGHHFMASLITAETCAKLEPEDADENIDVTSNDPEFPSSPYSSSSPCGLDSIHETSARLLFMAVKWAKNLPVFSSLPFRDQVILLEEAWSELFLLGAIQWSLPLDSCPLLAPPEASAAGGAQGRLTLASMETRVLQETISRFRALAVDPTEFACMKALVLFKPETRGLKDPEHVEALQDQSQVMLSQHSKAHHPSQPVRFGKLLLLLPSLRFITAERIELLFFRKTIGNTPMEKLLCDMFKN
MITF TRPM1 inh = inhibitors of MITF-dependent TRPM1 promoter reporter, primary screen, cell-based, SK-MEL-5, single point, luciferase. SK-MEL-5 TRPM1 promoter luciferase, 24 h. inhibition, % at 12.5 µM. 0.83% of 330,000 active;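 active = mean inhibition across replicates of 60% or more, whatever share of single replicates reaches that level; inconclusive = some that reach 60%, reason not given; inactive = mean inhibition across replicates below 60%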; note: values of inactives mirror those of a sister screen read the other way
PDI turbidity = inhibitors of human PDI, primary screen, biochemical, turbidity, single point, plate reader. Protein disulfide-isomerase (Homo sapiens), P07237. inhibition, % at 10 µM. PDI insulin aggregation turbidity, A650, 90 min. 0.052% of 350,000 active. AID 588391, 2011;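 active = mean inhibition across replicates of 30% or more, whatever share of single replicates reach that level; inconclusive = mean inhibition below 30% while every single replicate reaches 30%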;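 note: absorbance from insulin aggregation driven by PDI reduction with DTT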
Target sequence (P07237 whole entry, looked up): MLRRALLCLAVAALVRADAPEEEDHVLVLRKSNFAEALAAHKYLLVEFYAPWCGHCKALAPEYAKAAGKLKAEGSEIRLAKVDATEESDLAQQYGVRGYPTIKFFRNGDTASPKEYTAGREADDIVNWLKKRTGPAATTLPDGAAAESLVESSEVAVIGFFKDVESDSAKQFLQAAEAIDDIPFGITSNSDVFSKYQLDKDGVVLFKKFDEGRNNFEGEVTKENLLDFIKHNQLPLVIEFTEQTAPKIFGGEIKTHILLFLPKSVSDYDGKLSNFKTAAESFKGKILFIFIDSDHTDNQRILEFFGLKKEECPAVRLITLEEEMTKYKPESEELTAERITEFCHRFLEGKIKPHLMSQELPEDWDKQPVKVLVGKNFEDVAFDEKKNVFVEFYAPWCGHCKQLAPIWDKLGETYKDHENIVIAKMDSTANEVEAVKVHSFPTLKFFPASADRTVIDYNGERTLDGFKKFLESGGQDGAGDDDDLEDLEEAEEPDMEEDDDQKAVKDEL
aDG glyco up = activators of alpha-DG glycosylation, primary screen, uHTS, Pro5-aDG cells, AlphaScreen; alpha-DG glycosylation AlphaScreen (IIH6); 0% Pro5, 100% B10-LARGE cell signal; activation, % at 10 µM; 0.22% of 360,000 active;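 active = activation of at least 8% versus controls, or a plate z-score of at least 8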;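 note: Pro5 are CHO cells carrying HIG-tagged alpha-DG that lacks glycosylation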
hiPSC survival = enhancers of single-cell hiPSC survival, primary screen, ATPlite luminescence; 100% = ROCK inhibitor wells, 0% = DMSO; survival enhancement, % at 20 µM; 0.044% of 360,000 active; AID 602274, 2012; in the data active = survival enhancement above about 18%;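 note: cells exposed to compounds for 16 hours before the ATP read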
Exocytosis inh = LAMP-1 surface exposure blockers, TALL-104 cells – cell-based, flow cytometry, MLPCN library, primary screen | inhibition, % at 10 µM | 0.66% of 360,000 active | AID 651702, 2012 | TALL-104 LAMP-1 surface exposure; cells stimulated with thapsigargin and PMA;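 active = inhibition above about 55%, limit read from the data; inconclusive = no clear call, values can overlap the other calls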
NR2E3 ag-2 = inhibitors of NR2E3-RetCOR corepressor binding, primary screen, NR2E3 agonist project, biochemical, TR-FRET, GST-NR2E3, biotin-RetCOR | 0.12% of 320,000 active | inhibition of corepressor binding, % at 4.78 µM | AID 2300, 2010 | 1536-well | Photoreceptor-specific nuclear receptor (Homo sapiens), Q9Y5X4;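 active = percent inhibition above the cutoff of mean plus 3 SD of all tested compounds, set per screening campaign, cut at about 20% in these data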;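 note: 0% = DMSO wells and 100% = biotin wells as full block of FRET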
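System: GST-NR2E3 and biotin-RetCOR proteins; probe or stimulus: 7 nM biotin-RetCOR; doses: compound at 4.8 µM, single dose; schedule: Compound–protein incubation for 5 h at 4 °C; detection: time-resolved FRET; read-out: percent inhibition; controls: biotin wells as high control, 0.6% DMSO wells as low control; format: 1536-well plates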
HIF-2a inh = HIF-2a reporter inhibitors, primary screen, luminescence, 786-0 RCC cells; inhibition, % at 18.8 µM; 0.72% of 360,000 active; 786-0 RCC cells HIF-2a reporter, luciferase luminescence, overnight;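 active = inhibition of the luminescence signal of 40% or more relative to plate controls, in a single-dose primary screen at 18.75 µM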
Vif inh = HIV Vif self-association inhibitors, primary screen, imaging, HEK293T, single point | AID 602346, 2012 | 0.35% of 340,000 active | inhibition, % at 7.49 µM | HEK293T cells, Vif self-association by quenched fluorescence, 24 h; in the data active = inhibition above about 50%, passing the limit was not always enough; inconclusive = no clear call, values can overlap the other calls; inactive = below about 31%; note: some results filed as inactive read as strong as hits
* = called active by the depositor; ? = inconclusive; / = not tested or not shown.

entry	Structure	MITF TRPM1 inh	Vif inh	PDI turbidity	CaV13 ICDI inh	Peg3 prom inh	Exocytosis inh	NR2E3 ag-1	hiPSC survival	NR2E3 ag-2	HIF-2a inh	aDG glyco up
1	COCCN(C(=O)Nc1ccccc1)C(C)c1cccnc1 (stereo not given)	/	-14	0	-7	7	7	-12	2.1	2	-14	-0.2
2	CCN(C[C@H]1N[C@@](C)(C(=O)OC)[C@H]2C(=O)N(Cc3ccccc3)C(=O)[C@@H]12)C(=O)Nc1ccccc1	0	13	5	-3	-2	-4	16	-1.1	/	-13	-0.1
3	OCC1OC(n2cnc3c(NC4CCCCC4)ncnc32)C(O)C1O (stereo not given)	-10	41	/	/	-10	0	-7	-0.7	0	-31	0.1
4	O=C(OCC(=O)N1CCCCC1)c1ccc(OC(F)(F)F)cc1	-21	9	-7	-6	-31	-3	-34	2.7	/	-1	0.2
5	O=C(c1cccc(C(F)(F)F)c1)N1CCN(c2cc(=O)[nH]nc2-c2ccccc2)CC1	5	?	-1	-18	-9	0	4	2.6	6	19	-0.1
6	CCOC(=O)COc1nc(C)cc(C(F)(F)F)c1C#N	4	-8	11	-21	12	-2	-16	-0.8	-1	22	-0.1
7	COc1ccc(C(=O)N/N=C/c2cccnc2)cc1	-20	-2	-7	-4	-62	2	-41	-0.5	-2	-71	-0.2
8	COc1cccc(N2CCN(CC(=O)NCc3ccccc3)CC2)c1	7	-3	2	-6	12	1	-14	-0.5	2	18	0.1
9	CCC(=O)Nc1ccc(NC(=O)CSc2nc3c(c(=O)n(C)c(=O)n3C)n2CC)cc1	13	-9	2	-2	-16	-2	8	-0.6	-5	19	0.2
10	COc1ccc(NC(=O)CC2C(=O)OCC3CCCCN32)cc1Cl (stereo not given)	1	-2	4	-6	10	-2	12	0.9	-1	19	0.0
11	CCC(CC)NC(=O)C1CCN(c2ccc(S(=O)(=O)N3CCOCC3)cc2[N+](=O)[O-])CC1	-5	-2	0	-5	1	2	-3	-0.4	2	-4	-0.1
12	COc1ccc(C)c2sc(=NC(=O)c3ccc(C(C)=O)cc3)n(C)c12	-76	-3	-2	-5	-182	28	-86	-0.3	-1	-286	0.1
13	CC(C)C(=O)NNC(=O)c1c(O)c2ccccc2[nH]c1=O	13	-16	1	-6	11	2	3	-0.6	-3	-1	-0.2
14	CCN(C[C@H]1N[C@@](Cc2ccccc2)(C(=O)OC)[C@H]2C(=O)N(Cc3ccccc3)C(=O)[C@@H]12)S(=O)(=O)c1ccc(OC(F)(F)F)cc1	6	/	14	-4	0	-4	-22	-3.0	/	-11	-0.2
15	Cc1ccc(N2CC(C(=O)OCc3ccccc3)CC2=O)cc1 (stereo not given)	0	8	5	/	8	0	-16	4.5	0	16	0.3
16	CCn1cc(-c2nnnn2-c2ccc(Cl)cc2)c(=O)c2ccccc21	-8	-3	2	-5	5	-3	11	5.0	0	20	0.2
17	Cc1ccc(NC(=O)/C(=C/c2ccncc2)NC(=O)c2ccccc2)cc1	-3	2	-1	-2	5	-1	-2	-2.2	1	17	-0.1
18	O=C(CN1CCN(Cc2ccccc2)CC1)Nc1cccc(Cl)c1	6	14	-91	-4	13	8	12	0.8	-1	15	0.1
19	CCc1nc(C)cn1S(=O)(=O)c1cc(Br)c(C)cc1OC	-6	26	-9	-5	16	-12	0	-2.2	2	11	-0.1
20	N#CCCN1CCN(S(=O)(=O)c2ccc(S(=O)(=O)N3CCCCCC3)cc2)CC1	/	2	/	-1	4	-1	-8	0.7	1	6	-0.1
21	COC(=O)c1ccc(Oc2nc(SC)nc(N(C)C)n2)cc1	/	8	-4	-5	3	-2	-14	-0.4	2	16	0.0
22	COc1ccc(N2CC(C(=O)N[C@@H](C)C(=O)N3CCCCC3)CC2=O)cc1 (stereo not given in full)	-7	5	5	-13	7	12	-5	-0.1	0	6	-0.3
23	COc1cccc(CC2(CO)CCN(Cc3ccc4cccc(F)c4n3)CC2)c1	11	2	-1	3	3	2	-10	0.0	2	15	0.1
24	CCN(CC)c1ncnc2c1ncn2[C@H]1CN(Cc2cccs2)C[C@@H](CO)O1	/	-5	6	-12	5	-4	-16	5.1	/	17	0.0
25	O=C(CCc1nc2ccccc2c(=O)[nH]1)Nc1cc(C(F)(F)F)ccc1N1CCCC1	4	3	-7	-6	13	-2	-5	-0.4	2	-6	1.4
26	Cc1ccc(N(C(=O)C(F)(F)F)C(C(=O)NC2CCCCC2)c2cccs2)cc1C (stereo not given)	0	/	3	-8	6	7	13	-1.3	3	9	0.0
27	COc1ccc(S(=O)(=O)N2CCN(CCO)CC2)cc1-c1nnc2c3ccccc3c(C)nn12	11	4	-5	-7	17	6	-25	-0.4	1	11	-0.1
28	Cc1cc(NC(=O)CSc2ccc3nnc(CCNS(=O)(=O)c4ccccc4)n3n2)no1	4	6	11	7	1	2	6	0.4	1	8	-0.1
29	Cc1cc(C)nc(N2CCC(C(=O)Nc3nnc(C)s3)CC2)n1	-7	-11	-1	-3	12	1	2	4.6	1	0	0.2
30	O=C(C1CCCN1S(=O)(=O)c1ccc(Br)cc1)N1CCOCC1 (stereo not given)	-9	-4	-7	-6	16	2	-2	0.2	-1	17	-0.3
31	COc1ccc(CCNC(=O)c2ccc(Cl)c(S(=O)(=O)N(C)c3ccccc3)c2)cc1	3	-18	13	-4	15	14	4	-1.6	-2	23	0.9
32	CC1C(=O)N2CCCc3cc(S(=O)(=O)N(C)CCC#N)cc1c32 (stereo not given)	2	-2	8	-17	0	10	17	-0.4	-1	6	-0.1
33	COc1ccc(/[N+]([O-])=C/c2ccoc2)cc1	-106	3	-2	-5	-339	1	-97	-0.2	1	-338	0.0
34	Cc1nn(-c2ccccc2)c(NC(=O)C(C)C)c(-c2ccccc2)c1=O	/	-3	13	-4	-2	-2	-8	1.0	-3	7	0.0
35	COc1cc(-c2noc(CCCC(=O)Nc3cccnc3)n2)cc(OC)c1OC	7	-2	12	-2	-2	2	-34	0.0	1	19	-0.1
36	COc1ccc(-c2cc3c(=O)n(CC(=O)N4CCCCC4)ncn3n2)cc1	-25	-8	20	-2	-112	-1	-10	-0.6	3	-74	-0.1
37	COc1cc(/C=C(\C(=O)O)c2ccc(S(=O)(=O)N3CCCC3)s2)ccc1OCCC(C)C	1	13	-5	-3	-11	0	-18	-0.9	/	-2	-0.2
38	CC(=O)O[C@@]1(C)C[C@@H](O)[C@]2(O)C=CO[C@@H](O[C@@H]3O[C@H](CO)[C@@H](O)[C@H](O)[C@H]3O)[C@@H]21	-4	-2	1	-10	15	8	-10	-2.3	4	18	-0.2
39	O=C(Nc1ccc(S(=O)(=O)Nc2ncccn2)cc1)c1ccc(Br)s1	11	5	6	-4	3	-3	27	-2.2	11	6	-0.1
40	COc1ccc(Nc2ccc(S(=O)(=O)N3CCCCC3)cc2[N+](=O)[O-])cc1Cl	-4	-7	0	-6	21	-5	-8	0.5	0	11	-0.5
41	Cc1ccccc1NC(=O)C1C2C=CC(C3CC23)C1C(=O)O (stereo not given)	2	-5	-1	-4	4	0	-15	0.3	-1	13	-0.2
42	Cc1cc(C=C2C(=O)CCCC2=O)c(C)n1-c1ccccc1	-18	6	-1	-6	-17	2	-29	-0.9	0	16	0.0
43	Cc1ccc(C(=O)COC(=O)CNC(=O)c2ccc(Br)o2)cc1[N+](=O)[O-]	0	8	-7	-31	6	-1	-22	-0.7	1	9	0.0
44	CCCCNC(=O)CSc1nc2ccsc2c(=O)n1CCCC(=O)NCCc1ccc(S(N)(=O)=O)cc1	19	-10	1	-18	1	-1	-10	-1.2	-1	8	-0.1
45	COc1ccc(CN2CCN(CCCc3ccccc3)C(CCO)C2)cc1OC (stereo not given)	10	-4	15	-4	1	27	-2	-0.6	0	13	0.0
46	CCOc1ccc(CCNC(=O)c2ccc(CS(=O)Cc3ccccc3Cl)o2)cc1 (stereo not given)	-8	-6	-2	-2	-61	1	-1	-0.4	-5	-56	0.0
47	CC1Nc2ncnc(N3CCN(c4ccccc4)CC3)c2N(Cc2ccc(Cl)cc2)C1=O (stereo not given)	8	-8	4	-10	36	5	7	-0.2	3	24	0.3
48	COc1cc([N+](=O)[O-])cc2sc(NC(C)=O)nc12	-1	-4	-5	-2	-4	-2	14	1.0	3	2	0.0

Whole records, quoted from the list:
OCC1OC(n2cnc3c(NC4CCCCC4)ncnc32)C(O)C1O (stereo not given) is entered as MITF TRPM1 inh = -10; Vif inh = 41; PDI turbidity = /; CaV13 ICDI inh = /; Peg3 prom inh = -10; Exocytosis inh = 0; NR2E3 ag-1 = -7; hiPSC survival = -0.7; NR2E3 ag-2 = 0; HIF-2a inh = -31; aDG glyco up = 0.1
Cc1ccc(NC(=O)/C(=C/c2ccncc2)NC(=O)c2ccccc2)cc1 is entered as MITF TRPM1 inh = -3; Vif inh = 2; PDI turbidity = -1; CaV13 ICDI inh = -2; Peg3 prom inh = 5; Exocytosis inh = -1; NR2E3 ag-1 = -2; hiPSC survival = -2.2; NR2E3 ag-2 = 1; HIF-2a inh = 17; aDG glyco up = -0.1
